# INS promoter inh: TRM-6 insulin promoter activity inhibition; TRM-6 cells (human fetal islet line), insulin promoter-eGFP reporter, imaging; reporter expression induced with tamoxifen; inhibition, % at 2 µM; 130,000 tested, 0.9% active; AID 1273;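 active = inhibition above the mean plus 3 SD, with well images judged a real hit on visual review, cut at about 60% in these data, passing the limit was not always enough; inconclusive = inhibition over the cutoff but images rejected on review; inactive = inhibition not above the cutoff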
# sdo1 growth: compounds rescuing growth of sdo1-depleted yeast, bone marrow failure model; 140,000 tested, 0.21% active; z-score at 10 µM; S. cerevisiae sdo1-depleted JHY4D growth rescue, OD600 30 h; stronger effect = higher value; pdr5 snq2 efflux-pump mutant strain;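 active = z-score above 3 at both the 24 hr and the 30 hr optical density reads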;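 note: z-score against mean and SD of all compound wells on the same plate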
# sdo1 growth Rescue 24 h: further read-out of sdo1 growth, marked with its call; z-score; S. cerevisiae sdo1-depleted JHY4D growth rescue, OD600; measured here: growth rescue at 24 h;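 0 is the plate mean of compound wells and units are plate SD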
# Numbers without * were called inactive; ? = inconclusive; . = no result given; [ ] = dose if it differs, or a comment.
structure | INS promoter inh | sdo1 growth | sdo1 growth Rescue 24 h
O=C(CN(Cc1ccc(F)cc1)C(=O)Cn1nnc2ccccc21)NCC1CCCO1 (stereo not given) | 40.9 | 0.52 | 0.44
CN(C)c1ccc(/C=N/NC(=O)CCC(=O)NCc2ccccc2)cc1 | -39.7 | 0.14 | 0.24
O=C1CCCC(=O)N1c1ccc(NCCOCCO)c([N+](=O)[O-])c1 | -64.3 | . | .
CCc1ccccc1S(=O)(=O)Cc1ccc(C(=O)NCc2ccc3c(c2)OCO3)o1 | . | -0.74 | -0.39
COc1ccc(CCNC(=O)C2CC(c3ccccc3[N+](=O)[O-])=NO2)cc1 (stereo not given) | -19.4 | -0.14 | -0.37
COC(=O)/C=C1/N/C(=N\c2nc(C)cc(C)n2)N(c2ccc(Cl)cc2)C1=O | 12.0 | -0.44 | -0.47
CN(CCCNC(=O)c1cn(C)c2ccc(S(=O)(=O)N(C)C)cc2c1=O)c1ccccc1 | . | -0.41 | -1.05
COC(=O)c1c(C)oc2ccc(N(C(=O)Oc3ccccc3)S(=O)(=O)c3ccccc3)cc12 | -16.7 | 0.08 | 0.18
Cc1ccc(/C(=N/Nc2nc3ccccc3s2)C2=C(O)c3ccccc3C2=O)cc1 | 8.3 | . | .
O=C(Nc1ccc(NC(=O)c2cccs2)cc1Cl)c1ccco1 | -18.8 | . | .
C=CCOC(=O)C1=C(C)NC(=O)NC1c1cn(-c2ccccc2)nc1-c1cccs1 (stereo not given) | -100.5 | -0.2 | -0.6
O=C(Nc1ccccc1Br)c1ccc(OC(=S)N2CCOCC2)cc1 | 14.3 | . | .
O=c1c(C/C=C/c2ccccc2)c(O)ccn1CCc1c[nH]c2ccccc12 | 30.0 | . | .
OCCNCc1cc(Br)ccc1OCc1ccccc1 | . | 0.43 | -0.4
COC(=O)C(NC(=O)C(CC(C)C)NC(=O)C1CCC(C)CC1)C(C)C (stereo not given) | -20.8 | -0.88 | -0.04
Cc1cccc(OC(=O)c2cn(C)nc2C(F)(F)F)c1C | -32.3 | -0.51 | -1.11
S=c1sc2c(N3CCOCC3)ncnc2n1-c1ccccc1 | . | 7.63* | 3.33*
O=C(Nc1ccccc1)Nc1nnc(/C=C/c2ccccc2Cl)s1 | . | -0.37 | 0.69
CCN(/N=C/c1cccs1)c1cc(=O)n(C)c(=O)[nH]1 | -62.1 | 0.65 | 0.32
COc1ccc(CC(=O)Nc2nnc(C)s2)cc1 | 10.3 | 0.9 | 0.82
Cc1cccc(-c2c(O)cc(=O)[nH]c2Cl)c1 | 30.8 | . | .
COc1ccc(N(C(=O)c2cccc([N+](=O)[O-])c2)S(=O)(=O)c2ccc3c(c2)n(C)c(=O)n3C)cc1 | 33.3 | -0.3 | -0.89
O=C(O/N=C\c1ccc(N2CCCCC2)c([N+](=O)[O-])c1)c1cccc(C(F)(F)F)c1 | 18.2 | -0.69 | -1.06
CS(=O)(=O)c1ccc(S(=O)CC(=O)Oc2ccc(Cl)cc2)c([N+](=O)[O-])c1 (stereo not given) | -240.0 | . | .
CCOC(=O)C1CCCN(C(=O)c2cn(CC)c3ccc(S(=O)(=O)N4CCCC4)cc3c2=O)C1 (stereo not given) | -35.0 | 0.8 | 2.06
CONC(=O)Nc1ccccc1[N+](=O)[O-] | . | -0.24 | -1.13
Cc1noc(C)c1CSc1ccccc1C(=O)N1CCN(c2ccccc2)CC1 | -47.6 | -1.72 | -1.66
CN(C)S(=O)(=O)c1cccc(C(=O)N2CCc3ccccc32)c1 | -243.8 | -0.3 | -0.2
Cc1cc(NC(=O)COC(=O)[C@H](Cc2c[nH]c3ccccc23)NC(=O)c2ccc(F)cc2)no1 | 45.7 | 0.13 | 0.11
CC(=O)c1cccc(NC(=O)N2CCCC2C(=O)Nc2ccccc2C)c1 (stereo not given) | -12.5 | 0.27 | -0.81
S=C(NCc1ccco1)N1CCN(Cc2ccc(Cl)cc2Cl)CC1 | 3.6 | -1.08 | -0.79
CCOC(=O)c1cc2c(ccn2C)n1CC(=O)N1CCN(c2ccc(F)cc2)CC1 | -8.3 | -0.46 | -0.08
COc1ccc(OC(=O)CN2C(=O)C3C4CCC(C4)C3C2=O)cc1 (stereo not given) | 48.1 | 0.15 | 0.25
Cc1cc(F)c(F)c(C(=O)N2C(C)CCCC2C)c1Cl (stereo not given) | -110.5 | . | .
O=C(NCc1ccco1)c1ccc(C(F)(F)F)cc1 | 77.8* | . | .
O=C(O)c1ccccc1S(=O)(=O)NCC(O)COc1ccc(Br)cc1 (stereo not given) | -3.6 | 0.28 | -0.26
COc1ccccc1/C=N/NC(=Nc1ccc(C)cc1)c1nc2ccccc2s1 | 2.6 | -1.41 | -1.24
COc1ccc(C(=O)NCC(=O)OCC(=O)N2CCc3ccccc32)cc1 | -50.0 | . | .
Cc1ccc(N2C(=O)[C@@H]3[C@H](C2=O)C2c4ccccc4C=CN2[C@@H]3C(=O)c2ccco2)c(C)c1 (stereo not given in full) | 17.6 | . | .
Cc1ccc(C(=O)N/C(=C\c2ccccc2)C(=O)OCc2ccccc2)cc1 | . | -0.81 | -0.37
C=CCn1c(-c2ccccc2)cc(SC)c(C#N)c1=O | 0.0 | . | .
CCC1Sc2ccccc2N(CC(=O)NCc2ccccc2OC)C1=O (stereo not given) | -14.3 | -0.84 | -1.02
Cc1csc(=NC(=O)c2ccccc2)n1C | 50.0 | 0.97 | 0.91
CC1(C)CC(=O)C2=C(C1)NC(=O)CC2C(=O)NCc1ccc(F)cc1 (stereo not given) | 66.7 | 0.22 | -0.74
CCOC(=O)c1cnn(-c2c(Cc3ccccc3)c(C)nc3c(-c4ccccc4)c(C)nn23)c1N | -53.3 | -1.82 | -1.27
Cc1ccccc1NS(=O)(=O)c1cc(C(=O)Nc2ccccc2-c2ccccc2)ccc1Cl | -87.5 | -1.16 | -0.57
CCNC(=O)COC(=O)c1ccc(-n2nc(C)cc2C)cc1 | -6.7 | . | .
Cc1cc(Oc2ccccc2)nc2ccc(O)cc12 | . | -0.88 | -0.34
COc1ccc(CCn2c(C)cc(C(=O)CSc3nnc(N)s3)c2C)cc1 | 0.0 | -1.74[10.4 µM] | -1.06
C=CCNCCCOc1ccc(C(C)(C)c2ccccc2)cc1 | 20.0 | -0.35 | -0.75

# Four entries from above, with two lines to a compound:
# Order of results – INS promoter inh | sdo1 growth | sdo1 growth Rescue 24 h
COc1ccc(C(=O)NCC(=O)OCC(=O)N2CCc3ccccc32)cc1
  -50.0 | . | .
C=CCn1c(-c2ccccc2)cc(SC)c(C#N)c1=O
  0.0 | . | .
Cc1cc(Oc2ccccc2)nc2ccc(O)cc12
  . | -0.88 | -0.34
Cc1ccc(C(=O)N/C(=C\c2ccccc2)C(=O)OCc2ccccc2)cc1
  . | -0.81 | -0.37

# Continued.
structure | INS promoter inh | sdo1 growth | sdo1 growth Rescue 24 h
C/C(=N\NC(=O)c1cc(-c2ccccn2)nc2ccccc12)c1cccc([N+](=O)[O-])c1 | 0.0 | . | .
Cc1cc(=O)n2nc(N3CCCC(C(=O)N4CCOCC4)C3)sc2n1 (stereo not given) | -34.6 | 0.7 | -0.22
Cc1ccc(NC(=O)CSc2nnc(COc3ccc(C#N)cc3)n2-c2ccccc2)cc1C | -41.7 | 0.43 | 1
O=C(O)C1CC(=O)N(CCc2ccccc2)C1 (stereo not given) | 30.4 | 0.33 | -1.31
COc1ccc(-c2noc(CCC(=O)NCCCN3CCC(Cc4ccccc4)CC3)n2)cc1 | -48.6 | 0.69 | 0.16
CCOc1ccc(/C=N/NC(=O)c2cc(-c3ccco3)nc3ccccc23)cc1 | 38.5 | -0.35 | 1.42
COc1ccc(CCNC(=O)CCS(=O)(=O)c2ccc(C)cc2)cc1OC | . | 0.63 | 0.5
CCCN(CCC)c1nc2ccccc2nc1C(C#N)C(=O)OCCOC (stereo not given) | -14.3 | -1.05 | -0.63
CCCCC(CCC(=O)Nc1nccs1)C(=O)O (stereo not given) | 21.4 | 0.67 | -0.11
CCCCCCCCCOC(=O)C[n+]1csc(CCO)c1C | 16.7 | -1.07 | -0.33
CC(N=Cc1cccc(O)c1O)c1ccccc1 (stereo not given) | -69.6 | -0.06 | -0.14
COc1ccc(C(C)N2CC34C=CC(O3)C(C(=O)OCC(C)C)C4C2=O)cc1 (stereo not given) | . | 0.96 | 1.5
CC1CC(C)CN(c2ncc3c(n2)CC(c2ccccc2Cl)CC3=O)C1 (stereo not given) | . | -0.36 | -0.35
O=C(N/N=C/c1cccn1-c1ccc([N+](=O)[O-])cc1)C(O)c1ccccc1 (stereo not given) | 6.8 | 0.22 | -0.17
CN(C)c1nc2n(c(=O)n1)CCO2 | 28.6 | 1.4 | -1.33
Fc1ccccc1NC(=S)Nc1cccc2cnccc12 | 58.3 | . | .
C/C(=N/N1CCN(c2ccccn2)CC1)c1cccc([N+](=O)[O-])c1 | -13.9 | 0.3 | -0.1
CCCCc1nc(SCC(=O)Nc2ccc(S(N)(=O)=O)cc2)n[nH]1 | 51.7 | 0.95 | 0.53
O=[N+]([O-])c1cccc2ccc(/C=C/c3cccc(Br)c3)nc12 | 38.7 | -0.76 | -0.19
CCN1C(=O)N/C(=C/c2ccc(C)o2)C1=O | . | -0.21 | -0.74
O=C(Nc1cccc(-c2nc3ncccc3o2)c1)c1ccco1 | -53.6 | -0.9 | -0.86
COc1ccccc1N1C(=O)C2C3CC(c4ccccc4)C(C3)C2C1=O (stereo not given) | -3.7 | -0.12 | -0.12
CCN1C(=O)CC2(C[N+]3(C)CCC2CC3)C1=O (stereo not given) | -6.7 | 2.42 | 2.67
Cc1c(C(=O)NCCN2C(=O)S/C(=C\c3cccs3)C2=O)cccc1[N+](=O)[O-] | -26.7 | -0.51 | -0.6
O=C(C1CCN(S(=O)(=O)c2cccc3nsnc23)CC1)N1CCCc2ccccc21 | 8.3 | -0.52 | -0.45
O=[N+]([O-])c1ccc(N2CCN(CCO)CC2)c2ncccc12 | . | 1.23 | 1.1
COc1cccc(NS(=O)(=O)c2ccc(S(=O)(=O)N3CCOCC3)cc2)c1 | 9.1 | -0.38 | -0.47
CCOc1cc(CNCCO)cc(Br)c1OCc1cccs1 | . | 0.55 | 0.3
CCOc1ccc(Br)cc1S(=O)(=O)Nc1ccc(Cl)c(S(=O)(=O)N(C)C)c1 | . | 0.33 | 0.55
Nc1nn(-c2ccccc2)c(N)c1N=Nc1ccccc1 | 0.0 | -0.39 | -0.14
O=C(c1ccccc1)n1nnc2ccccc21 | . | 1.16 | 0.69
COc1cc(COCC(O)CN2CCc3ccccc3C2)cc(OC)c1OC (stereo not given) | -15.8 | . | .
CCN1C(=O)/C(=C\N2CCOCC2)SC1=S | 0.0 | -0.06 | -0.41
Cc1nn(Cc2ccccc2)c(C)c1/C=N/NC(=O)c1cccnc1 | 28.6 | 1.18 | 1.09
O=C1CCCC(=NCc2ccco2)C1 | . | 0.17 | -0.05
CC1=C(C(=O)Nc2ccc(C)cc2)C(c2ccc(N(C)C)cc2)NC(=O)N1 (stereo not given) | 37.5 | 0.9 | 0.88
Cn1c(CSc2nc3ccc(Br)cc3[nH]2)nc2ccccc21 | -39.4 | -2.94 | -2.42
CCCCOc1ccc(NC2=NC3(CCCC3)N=C(N)N2)cc1 | 25.7 | 0.17 | -0.09
Cc1ccc(Nc2nnc(SCc3ccccc3)s2)cc1 | 100.0* | -1.04 | -0.2
Cc1ccc2cc(CCNC(=O)c3cccs3)c(=O)[nH]c2c1 | 45.0 | -0.99 | -1.03
COc1ccc(/C=N/NC(=O)COc2ccc(Cl)cc2Cl)cc1Cn1nc(C)cc1C | -20.0 | 0.3 | 0.52
Cc1cc(C)n(-c2cc(Cl)ccc2[N+](=O)[O-])n1 | ? | . | .
CS(=O)(=O)N1CCN(C(=O)c2ccncc2)CC1 | -19.4 | 0.12 | 0.57
Cc1ccc(S(=O)(=O)N2CCN(C(=O)COC(=O)COc3ccccc3)CC2)cc1 | . | -1.09 | -1.13
CC(=O)OCP(C)(=O)COC(C)=O | . | 0.66 | -0.62
CC(C)(C)c1ccc(C(=O)N2CCC(C(=O)NCc3ccncc3)CC2)cc1 | -6.9 | 0.5 | -0.53
CC(C)(C)NC(=O)/C=C/c1ccc(C(F)(F)F)cc1 | -322.2 | -1.38 | -0.67
CN1CCN(C(=S)NC(=O)c2ccc(C(C)(C)C)cc2)CC1 | 66.7* | -0.71 | -1.32
COc1ccc(CSCC(=O)N/N=C/c2ccccc2O)cc1 | 75.0* | . | .
O=C(COC(=O)c1cccnc1Cl)c1ccccc1 | -8.3 | 0.64 | 0.7

# (further entries)
structure | INS promoter inh | sdo1 growth | sdo1 growth Rescue 24 h
O=C(COC(=O)c1cccc(F)c1)Nc1cccnc1Cl | 50.0 | . | .
CC(c1ccccc1)n1cc(C(=O)NCc2ccccn2)nn1 (stereo not given) | -67.9 | -0.09 | -0.23
CC(CN1CCCCC1)OC(=O)c1ccc2c(c1)OCO2 (stereo not given) | 7.5 | 0.67 | 0.32
Cc1cccc(-c2noc(CCC(=O)NCc3ccco3)n2)c1 | 46.7 | 0.16 | -0.21
OC1CCCN(Cc2cccc3ccccc23)C1 (stereo not given) | -42.3 | 0.53 | -0.01
COC(=O)c1c(NC(=O)/C=C/C(=O)O)sc(C)c1-c1ccc(C)cc1 | 25.0 | . | .
COCCCNc1nc2c(c(=O)n(C)c(=O)n2C)n1Cc1cccc(OC)c1 | -57.1 | 0.39 | 0.92
CC(=O)Nc1c2c3c(cccc3n(C)c1=O)C(=O)c1ccccc1-2 | 21.4 | -0.81 | -1.59

# A draw from above in order of molar mass, ascending:
structure | INS promoter inh | sdo1 growth | sdo1 growth Rescue 24 h
Cc1cccc(-c2noc(CCC(=O)NCc3ccco3)n2)c1 | 46.7 | 0.16 | -0.21
CC(=O)Nc1c2c3c(cccc3n(C)c1=O)C(=O)c1ccccc1-2 | 21.4 | -0.81 | -1.59
COCCCNc1nc2c(c(=O)n(C)c(=O)n2C)n1Cc1cccc(OC)c1 | -57.1 | 0.39 | 0.92

# Assay outcomes deposited in PubChem by several laboratories.
